TRPC6 inh: inhibitors of mouse TRPC6 channel. hit rate 1.1% among 310,000. Q61143. AID 2553. B-score at 10 µM. HEK293-TRPC6, membrane potential dye, ACh-evoked depolarization; stronger effect = lower value;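 active = B-score under library mean minus 3 SD, initial fluorescence not abnormally high, positive integrated signal ratio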;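 note: B-score derived from integrated fluorescence ratio over the kinetic read; more negative B-score means stronger inhibition of depolarization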
Target sequence (Q61143 whole entry, looked up): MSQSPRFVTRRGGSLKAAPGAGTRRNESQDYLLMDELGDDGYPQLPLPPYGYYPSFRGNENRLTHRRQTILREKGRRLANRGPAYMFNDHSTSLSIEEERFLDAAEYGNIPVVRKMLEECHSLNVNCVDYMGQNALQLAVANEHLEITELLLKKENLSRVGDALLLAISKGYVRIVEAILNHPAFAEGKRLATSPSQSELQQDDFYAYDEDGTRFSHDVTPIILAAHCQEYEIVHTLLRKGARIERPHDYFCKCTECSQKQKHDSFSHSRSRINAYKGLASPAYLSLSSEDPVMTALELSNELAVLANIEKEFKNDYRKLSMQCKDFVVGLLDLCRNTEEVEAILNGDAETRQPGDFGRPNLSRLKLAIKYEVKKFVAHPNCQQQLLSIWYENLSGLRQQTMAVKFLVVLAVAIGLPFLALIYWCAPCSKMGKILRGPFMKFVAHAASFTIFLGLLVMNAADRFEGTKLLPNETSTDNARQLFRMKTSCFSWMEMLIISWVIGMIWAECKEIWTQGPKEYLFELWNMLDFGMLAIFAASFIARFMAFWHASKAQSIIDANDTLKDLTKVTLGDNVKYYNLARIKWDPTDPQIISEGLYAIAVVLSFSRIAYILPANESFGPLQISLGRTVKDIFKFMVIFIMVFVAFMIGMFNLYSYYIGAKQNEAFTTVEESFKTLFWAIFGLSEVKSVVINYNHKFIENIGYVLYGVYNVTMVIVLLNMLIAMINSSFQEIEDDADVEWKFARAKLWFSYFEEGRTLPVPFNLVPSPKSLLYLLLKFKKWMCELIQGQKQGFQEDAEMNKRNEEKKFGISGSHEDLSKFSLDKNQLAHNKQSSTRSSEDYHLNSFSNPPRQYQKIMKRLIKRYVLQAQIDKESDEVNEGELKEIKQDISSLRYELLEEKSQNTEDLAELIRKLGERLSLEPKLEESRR
TRPC4 agonist: opens the mouse TRPC4 cation channel | HEK293 TRPC4beta/mu-opioid, Fluo4 calcium fluorescence; stronger effect = higher value | B-score at 10 µM | hit rate 0.49% among 310,000 | AID 2237;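 active = B-score above 5 SD of library B-scores, and initial fluorescence ratio not above library mean plus 5 SD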;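 note: positive B-score marks a calcium rise read as TRPC4 activation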
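Material: TRPC4beta and mu-opioid receptor HEK293 stable cells | Incubation: 45 min room-temperature Fluo4 loading, 110 s read | Detection: Kinetic Fluo4 calcium fluorescence | Measure: Integrated baseline-normalised fluorescence ratio, converted to per-well B score | Benchmarks: Low control buffer alone, high control maximal DAMGO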
PolyA inhibitor: yeast polyadenylation inhibition; calls only at 12 µM; S. cerevisiae SKY197-pL101 polyadenylation reporter, beta-gal luminescence; efflux-impaired pdr1/pdr3 knockout yeast; score 100 = 6 SD above DMSO; hit rate 0.02% among 300,000;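 active = lowest replicate activity score at least 50, where 100 means six control SD above control mean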;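 note: yeast exposed to compound for 9 h at 30 °C; higher score means more reporter readthrough which indicates perturbed polyadenylation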
TRPC4 block: inhibitors of mouse TRPC4 channel | Q9QUQ5 | HEK293 TRPC4beta/mu-opioid, DAMGO-evoked Fluo4 calcium flux; stronger effect = lower value | B-score at 10 µM | hit rate 0.39% among 300,000;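 active = B-score over 3 SD under the library average, no early fluorescence shift, positive overall ratio signal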
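Test system – stable TRPC4beta/mu-opioid receptor HEK293 cells · Probe or stimulus – DAMGO, a submaximal dose followed by a maximal one · Dosing – one concentration per compound · Signal – Fluo4 calcium fluorescence by kinetic imaging, 5 s 1 Hz baseline · Evaluation – per-well B score of integrated baseline-normalized Fluo4 ratio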
MrgX1 agonist: activates human MrgX1 receptor signaling | Q96LB2 | MrgX1-HEK293 cells, Fluo-4 calcium fluorescence, agonist mode; stronger effect = higher value | B-score at 10 µM | hit rate 0.44% among 310,000;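 active = calcium response B-score plate-corrected fluorescence ratio at least 3 library SD, with starting fluorescence B-score inside 5 SD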
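Assay system: MrgX1-expressing HEK293 cells / Amount: fifteen thousand cells per well / Doses: test compound in the initial addition of three / Timing: cells plated overnight, dye loaded 0.5 h 37 °C, 0.5 h room temperature / Technique: kinetic calcium dye fluorescence, Fluo-4 NW / Control set: positive and negative controls per plate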
MrgX1 allo act: allosterically activates human MrgX1 receptor signaling; B-score at 10 µM; MrgX1-HEK293, Fluo-4 calcium flux, FDSS; stronger effect = higher value; AID 588675; hit rate 0.63% among 310,000;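 active = plate-corrected calcium response at least 3 library SD above typical, normal starting fluorescence, not activating the receptor alone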;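 note: compound read alongside a low EC10 to EC30 dose of BAM8-22 agonist; peak minus trough fluorescence over baseline measured at the second addition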
HIF act: HIF pathway transcriptional activation; hit rate 0.32% among 300,000; activation, % at 7.5 µM (by protocol); U2OS HRE-luciferase reporter, luminescence; normalized: DMSO 0%, desferrioxamine 100%; AID 1910;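 active = mean activation of at least 10% of the iron chelator positive control signal, with at least half of replicates also reaching 10%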
TRPC4 PAM: TRPC4 (mouse) allosteric potentiation. Q9QUQ5. HEK293 TRPC4beta/mu-opioid, DAMGO EC20, Fluo-4 Ca2+ flux; stronger effect = higher value. B-score at 10 µM. hit rate 0.42% among 310,000. AID 2227;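 active = B-score of calcium response area above 5 SD of library B-scores, with initial fluorescence ratio within 5 SD of library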;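 note: B-score of integrated fluorescence ratio over time as area under calcium response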
MrgX1 antagonist: antagonists of human MrgX1 receptor; hit rate 1.3% among 310,000; MRGX1-HEK293 calcium flux, Fluo-4, BAM8-22 antagonism; stronger effect = lower value; AID 588676; B-score at 10 µM; Q96LB2;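 active = calcium-response B-score plate-corrected more than 3 library SD below zero, starting fluorescence within 5 deviations, no agonist response on first addition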;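 note: peak minus trough fluorescence over baseline after final BAM8-22 challenge near maximal dose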
TRPC6 act: mouse TRPC6 channel activation. Q61143. HEK293-TRPC6 membrane potential dye fluorescence; stronger effect = higher value. B-score at 10 µM. hit rate 0.13% among 310,000;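 active = B-score of the integrated fluorescence ratio above library mean plus 3 SD, and starting fluorescence ratio within library mean plus 5 SD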;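 note: higher score means more depolarization so channel activation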
AI-2 QS modul: modulates the Vibrio harveyi AI-2 quorum sensing system | Vibrio harveyi JMH597 AI-2 luminescence/OD600 ratio, 9 h; stronger effect = lower value; strain lacks LuxN and CqsS sensors; 0 = neutral-control median | activity change, % at 7.5 µM | hit rate 0.4% among 300,000 | AID 2094; in the data active = activity change below about -75%, passing the limit was not always enough;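 note: luminescence divided by OD600 gain over 9 h not by final OD600 alone; inactives centre near 13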
Numbers without * were called inactive; i = inactive; · = not tested or not shown.

mol | TRPC6 inh | TRPC4 agonist | PolyA inhibitor | TRPC4 block | MrgX1 agonist | MrgX1 allo act | HIF act | TRPC4 PAM | MrgX1 antagonist | TRPC6 act | AI-2 QS modul
COc1ccc(Br)cc1/C=N/NC(=O)c1cc(Br)ccc1O | i | i | i | i | i | i | -0.1 | i | i | i | 6
Oc1ccccc1CNc1cccc2cccnc12 | i | i | i | i | i | i | -1.3 | i | i | i | 1
O=C(CNC(=O)c1ccccc1F)N/N=C/c1cn[nH]c1-c1ccccc1 | -5.8* | i | i | i | i | i | -0.2 | i | i | i | 14
O=C(Nc1ccc2c(c1)nc1n2CCOC1)c1ccccc1 | i | i | i | i | i | i | 3.9 | i | i | i | 15
CCCCCn1c2c(c(=N)c3ccccc31)CCC2 | -8.1* | i | i | -8* | i | i | 0.8 | i | i | i | 11
Cc1c(Br)c(C(=O)N2CCc3ccccc32)nn1C | i | i | i | i | i | i | 1.6 | i | i | i | 19
O=C(CC1SCCNC1=O)Nc1ccc(Cl)c(Cl)c1 (stereo unspecified) | i | i | i | i | i | i | 2.7 | i | i | i | -88*
COc1ccc(N/N=C2/CCCCC2=O)cc1 | i | i | i | i | i | i | 0.8 | i | i | i | 17
Cc1ccccc1-n1nc2c(c1NC(=O)C(C)C)CS(=O)(=O)C2 | i | i | i | i | i | i | -0.5 | i | i | i | -7
Cn1c(=O)c2cnc(-c3ccc(C(F)(F)F)cc3)nc2n(C)c1=O | i | i | i | i | i | i | -0.1 | i | i | i | 30
O=C(NCCCO)C12CC3CC(CC(C3)C1)C2 | i | i | i | i | i | i | -0.1 | i | i | i | 15
COC(=O)Nc1ccc(S(=O)(=O)N(C)C)cc1 | i | i | i | i | i | i | 29* | i | i | i | 24
O=C(Cc1ccccc1Cl)Nc1ccc(S(=O)(=O)N2CCOCC2)cc1 | i | i | i | i | i | i | -0.5 | i | i | i | 11
O=C1c2ccccc2C(=O)C1C1=Nc2ccccc2NC(c2ccccc2)C1 (stereo unspecified) | i | i | i | i | i | i | 0.4 | i | i | i | 4
CCOC(=O)c1c(C(F)(F)F)cc(-c2ccc(F)cc2)nc1C | i | i | i | i | i | i | 0.7 | i | i | i | 5
CC(C)COc1ccc(C/C(N)=N/n2cnnc2)cc1 | i | i | i | i | i | i | 0.0 | i | i | i | 23
CCc1nc2nc(C)cc(Nc3cccc(C(F)(F)F)c3)n2n1 | · | · | i | · | i | i | -0.3 | · | i | · | 20
CCCn1c(=O)cc(N)n(-c2ccc(OC(F)(F)F)cc2)c1=O | i | i | i | i | i | i | 1.6 | i | i | i | -2
O=C(c1cc2ccccc2o1)N1CCN=C1SCc1cccnc1 | i | i | i | i | i | i | 1.0 | i | i | i | 20
CC(C)C[C@H](NC(=O)c1nc[nH]c1C(=O)N1CCc2ccccc2C1)C(=O)OCc1ccccc1 | i | i | i | i | i | i | 0.4 | i | i | i | 18
CCCNC(=O)Cn1cnc2sc(C(=O)N3CCN(Cc4ccc5c(c4)OCO5)CC3)c(C)c2c1=O | i | i | i | i | i | i | 0.5 | i | i | i | 2
CCCCOCCCNC(=O)N[C@H](C(=O)OC)C(C)C | i | i | i | i | i | i | -0.2 | i | i | i | 20
O=C(CC1CCCC1)N1CCCC(Nc2cccc(F)c2)C1 (stereo unspecified) | i | i | i | i | i | i | 0.5 | i | i | i | 12
O=C(Cc1cccs1)N1CCCC(c2nc3c(nnn3Cc3cccc(Cl)c3)c(=O)[nH]2)C1 (stereo unspecified) | i | i | i | i | i | i | 0.2 | i | i | i | 0
CCN(Cc1ccccc1)C(=O)C1CCN(C/C(C)=C/c2ccccc2)CC1 | i | i | i | i | i | i | -0.1 | i | i | i | 20
CN(C)S(=O)(=O)c1ccc(Cl)c(NC(=O)COc2ccccc2[N+](=O)[O-])c1 | i | i | i | i | i | i | -0.1 | i | i | i | -5
CC(C)=CCc1c(O)c(CC=C(C)C)c2occ(-c3ccc(O)cc3)c(=O)c2c1O | i | i | i | i | 30* | i | 0.5 | i | i | i | 11
COc1ccc(N2CCN(S(=O)(=O)c3cnc[nH]3)CC2)cc1 | i | i | i | i | i | i | 0.0 | i | i | i | 41
CC(C)CNC(=O)c1ccc(Cl)c(N)c1 | i | i | i | i | i | i | 0.0 | i | i | i | 19
Cc1ccc(S(=O)(=O)N2CCC(C(=O)N/N=C/c3ccncc3)CC2)cc1 | i | i | i | i | i | i | -0.5 | i | i | i | 19
CCCOc1ccc(C2/C(=C(/O)c3ccc(F)cc3)C(=O)C(=O)N2CCCN(C)C)cc1 (stereo unspecified) | i | i | i | i | i | i | -0.1 | i | i | i | 5
CSc1ccccc1NC(=O)COc1ccccc1C | i | i | i | i | i | i | 2.5 | i | i | i | -2
Nn1c(Cc2ccccc2F)nnc1SCC(=O)Nc1cccc(S(=O)(=O)NC2=NCCCCC2)c1 | i | i | i | i | i | i | -0.5 | i | i | i | 10
COc1ccc(/C=C2\CCC(C3CCCC3)C2=O)c(OC)c1OC (stereo unspecified) | i | i | i | i | i | i | -0.2 | i | i | i | 3
CCOC(=O)c1ccc2c(c1)N(CC(=O)N1CCCCC1)C(=O)C(C)(C)O2 | i | i | i | i | i | i | -0.6 | i | i | i | 7
COc1ccc(S(=O)(=O)N2CCC(NC(=O)c3cccnc3)CC2)cc1 | i | i | i | i | i | i | -0.4 | i | i | i | 13
[2H]C([2H])(CCOS(N)(=O)=O)c1ccccc1 | i | i | i | i | i | i | 0.2 | i | i | i | 4
COCCn1c(SCc2nc3scc(-c4ccc(Cl)cc4)c3c(=O)[nH]2)nnc1-c1cccc(C)c1 | i | i | i | i | i | i | -0.4 | i | i | i | 31
CC(C)(C)NC(=O)C(=O)NNC(=O)c1cccc(F)c1 | i | i | i | i | i | i | 2.5 | i | i | i | 17
CC(/C=N/NC(=O)Cn1cnc2c1c(=O)n(C)c(=O)n2C)=C\c1ccccc1 | i | i | i | i | i | i | -0.4 | i | i | i | 8
O=C(NCc1ccco1)C1CCN(C(=O)c2cc3sccc3n2Cc2ccc(Cl)cc2)CC1 | i | i | i | i | i | i | -0.1 | i | i | i | 17
Cc1cc(NC(=O)c2ccc(Cl)cc2)ccc1NC(=O)c1ccccc1Cl | i | i | i | i | i | i | 0.4 | i | i | i | -5
Nc1nc(CN2CCN(c3ccccc3F)CC2)nc(Nc2ccc3c(c2)OCCO3)n1 | i | i | i | · | i | i | 0.8 | i | i | i | 23
Cc1ccc(CNC(=O)CCC2CCCN(C(=O)c3ccc4c(c3)OCO4)C2)o1 (stereo unspecified) | i | i | i | i | i | i | 0.3 | i | i | i | 22
Cc1ccccc1-n1nnnc1SCC(=O)c1c(N)n(C)c(=O)n(C)c1=O | i | i | i | i | i | i | 0.1 | i | i | i | 25
O=C(CSc1ccc2c(c1)OCCO2)NC(=O)NC1CCCC1 | i | i | i | i | i | i | 0.5 | i | i | i | 23
CN(CC(=O)Nc1cccc(F)c1)C(=O)c1ccc(COc2ccccc2)cc1 | i | i | i | i | i | i | 1.4 | i | i | i | 7
CC1(N(O)C=C2C=CC(=O)C=C2)CCCCC1=O (stereo unspecified) | i | i | i | i | i | i | -0.6 | i | i | i | 18
Cc1cc(C(=O)N2CCCC(C(=O)c3ccc4ccccc4c3)C2)n(C)n1 (stereo unspecified) | i | i | i | i | i | i | -0.1 | i | i | i | 20
CN(CC(=O)O/N=C(\N)c1ccc([N+](=O)[O-])cc1)S(=O)(=O)c1ccc2ccccc2c1 | i | i | i | i | i | i | -0.5 | i | i | i | 41

Later entries.
mol | TRPC6 inh | TRPC4 agonist | PolyA inhibitor | TRPC4 block | MrgX1 agonist | MrgX1 allo act | HIF act | TRPC4 PAM | MrgX1 antagonist | TRPC6 act | AI-2 QS modul
COc1cc(CN(C2CCCCC2)S(=O)(=O)c2ccc(S(=O)(=O)N(C)C3CCCCC3)cc2)cc(OC)c1OC | i | i | i | i | i | i | -0.3 | i | i | i | 0
CN(C(=O)CCc1nnc(CCCCc2ccccc2)o1)C1CCOCC1 | i | i | i | i | i | i | 0.1 | i | i | i | 12
CCN(CC)CCNC(=O)c1cc2c(-c3cccc(OC)c3)nn(C)c2s1 | i | i | i | i | i | i | -41 | 17* | i | i | 17
O=C(O)COc1ccccc1/C=N/NC(=O)c1cccc(S(=O)(=O)N2CCOCC2)c1 | i | i | i | i | i | i | -0.7 | i | i | i | 6
CCC(C)N(C(=O)c1csnn1)C(C(=O)NCc1ccc(F)cc1)c1ccco1 (stereo unspecified) | i | i | i | i | i | i | -0.1 | i | i | i | 26
Cc1cccc(C(=O)N[C@H](C(=O)Nc2cc(S(=O)(=O)N3CCCCC3)ccc2C)C(C)C)c1 | i | i | i | i | i | i | 0.4 | i | i | i | 20
COc1cccc2c1OC[C@@H](CO)[C@H]2N(C)C(=O)Nc1ccc(Cl)cc1Cl | i | i | i | i | i | i | -0.6 | i | i | i | -3
Cc1cc(=S)cc(C)n1CCO | i | i | i | i | i | i | -0.3 | i | i | i | 28
CC(CNS(=O)(=O)c1ccccc1)(c1ccccc1)N1CCOCC1 (stereo unspecified) | i | i | i | i | i | i | 0.0 | i | i | i | 0
COc1ccccc1/C=C/CN1CC(C)OC(C)C1 (stereo unspecified) | i | i | i | i | i | i | -0.3 | i | i | i | 10
Cc1ccc(-c2noc(C3CCCN(C(=O)c4ccccc4Br)C3)n2)cc1 (stereo unspecified) | i | i | i | i | i | i | -0.4 | i | i | i | 23
c1ccc2c(c1)CC1(CCCC1)N=C2N1CCOCC1 | i | i | i | i | i | i | -0.4 | i | i | i | 4
Fc1cccc(CSc2nnc3ccc(-c4ccncc4)nn23)c1 | i | i | i | i | i | i | -0.5 | i | i | i | 25
Cc1ccccc1C(=O)Nc1nncs1 | i | i | i | i | i | i | -1.0 | i | i | i | 7
OC(CNc1nc(-c2cccnc2)nc2ccccc12)c1ccccc1 (stereo unspecified) | i | i | i | i | i | i | 0.1 | i | i | i | 18
Cc1ccc(-c2cnc(-c3ccccc3C(=O)O)o2)cc1 | i | i | i | i | i | i | 0.4 | i | i | i | 16
Cc1ccnc2c(N3C(=O)C4C5C=CC(C5)C4(C)C3=O)cccc12 (stereo unspecified) | i | i | i | i | i | i | 0.2 | i | i | i | 19

Compound activity deposited in PubChem BioAssay by several laboratories.

An excerpt, so the mix of outcomes need not match the whole.
